hERG rescue: shields human hERG channel from block by proarrhythmic agents | activation (rescue from dofetilide block), less the hit threshold, % at 10 µM | CHO-hERG, FluxOR thallium flux, dofetilide IC70 present | AID 1511 | 0.51% of 310,000 active | Q12809;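 active = activation above the mean of controls blocked by dofetilide plus 5 SD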;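 also: thallium influx through hERG after potassium depolarization seen as dye fluorescence rise; in these data hits start at about 4.7%; inactives centre near -7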
RGS4 pot: RGS4 potentiation or activation; HEK293 M3R/inducible RGS4, carbachol calcium flux Fluo4; hits give low values; B-score at 10 µM; 0.92% of 310,000 active;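 active = B-score of the integrated calcium signal more than 4 SD below the library mean, with starting fluorescence not abnormally high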;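 also: negative B-score means reduced calcium response which marks RGS4 activation or potentiation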
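Test system: HEK293 cells with stable M3R and inducible RGS4; also added: carbachol at ECmax as muscarinic agonist stimulus; schedule: dye loading 30 min 37 °C, buffer rest 30 min RT; technique: kinetic calcium fluorescence imaging with Fluo4-AM dye, 2 µM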
KCNK9 inh: human KCNK9 channel inhibition. Q9NPC2. HEK293 KCNK9, FluxOR thallium flux fluorescence; hits give low values. B-score at 10 µM. 1.2% of 310,000 active;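 active = ratio B-score over 3 SD below the library mean, with starting fluorescence within 5 SD of its mean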;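 also: negative B-score means less thallium flux so channel inhibition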
KCNK3 block: human KCNK3 channel inhibition, primary screen; 0.84% of 340,000 active; AID 602410; B-score at 10 µM; CHO-KCNK3 thallium flux, FluxOR fluorescence; hits give low values;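 active = B-score under library mean minus 4 SD, starting fluorescence ratio at most library mean plus 5 SD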;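 also: more negative B-score means stronger inhibition of thallium flux through KCNK3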
KCNQ1 act: human KCNQ1 channel potentiation or activation | B-score at 10 µM | CHO-K1 KCNQ1, thallium flux FluxOR fluorescence; hits give high values | 0.35% of 310,000 active | P51787;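 active = fluorescence ratio B-score, a plate-corrected score, at least three library SD, with initial intensity B-score within 5 SD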
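Assay system: CHO-K1 cells stably expressing KCNQ1; Medium: assay buffer with matched DMSO; Also added: K+/Tl+ depolarizing stimulus; Dosing: single dose; Timing: dye 90 min, compound 20 min, room temperature; Measured by: kinetic FluxOR thallium fluorescence, 10-s 1-Hz baseline, 110-s post-stimulus read; Read-out: peak-minus-minimum fluorescence over initial fluorescence, negative-control normalized, B-scored.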
SKKanGAS inh: SKKanGAS growth inhibition; S. pyogenes SKKanGAS, kanamycin growth, BacTiter-Glo, 6 h; inhibition, % at 7.5 µM; AID 1662; 1.3% of 300,000 active;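 active = mean replicate score, as percent of positive control median, at least 50; inconclusive = mean below 50 but one replicate at or above 50; inactive = mean and every replicate below 50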;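 also: strain carries kanamycin resistance gene driven by streptokinase promoter and grows in 40 µg/ml kanamycin; loss of luminescence reflects streptokinase promoter inhibition or plain growth inhibition; 0% = median of DMSO wells and 100% = positive control at its reference dose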
KCNQ1 inh: blocks the human KCNQ1 potassium channel; 1.3% of 310,000 active; P51787; AID 2642; B-score at 10 µM; CHO-K1 KCNQ1, FluxOR thallium flux fluorescence; hits give high values;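 active = compounds whose thallium flux B-score, printed positive for inhibition, exceeds three library SD while starting fluorescence stays within three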;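 also: channel opened by potassium depolarization with thallium stimulus after 20 min compound exposure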
ANO1 activ: mouse TMEM16A channel activation, primary screen; Q8BHY3; HEK293 TMEM16A/YFP-H148Q/I152L, iodide quench fluorescence; hits give low values; B-score at 10 µM; 0.3% of 340,000 active;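 active = fluorescence-ratio B-score plate-corrected deviation score at least 3 library SD below zero, with starting fluorescence score within 5 deviations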;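 also: channel opened by trigger with iodide after compound preincubation; score built on the fluorescence ratio of max minus min over baseline; more negative score means more quench and so TMEM16A activation or potentiation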
Target sequence (Q8BHY3 whole entry, looked up): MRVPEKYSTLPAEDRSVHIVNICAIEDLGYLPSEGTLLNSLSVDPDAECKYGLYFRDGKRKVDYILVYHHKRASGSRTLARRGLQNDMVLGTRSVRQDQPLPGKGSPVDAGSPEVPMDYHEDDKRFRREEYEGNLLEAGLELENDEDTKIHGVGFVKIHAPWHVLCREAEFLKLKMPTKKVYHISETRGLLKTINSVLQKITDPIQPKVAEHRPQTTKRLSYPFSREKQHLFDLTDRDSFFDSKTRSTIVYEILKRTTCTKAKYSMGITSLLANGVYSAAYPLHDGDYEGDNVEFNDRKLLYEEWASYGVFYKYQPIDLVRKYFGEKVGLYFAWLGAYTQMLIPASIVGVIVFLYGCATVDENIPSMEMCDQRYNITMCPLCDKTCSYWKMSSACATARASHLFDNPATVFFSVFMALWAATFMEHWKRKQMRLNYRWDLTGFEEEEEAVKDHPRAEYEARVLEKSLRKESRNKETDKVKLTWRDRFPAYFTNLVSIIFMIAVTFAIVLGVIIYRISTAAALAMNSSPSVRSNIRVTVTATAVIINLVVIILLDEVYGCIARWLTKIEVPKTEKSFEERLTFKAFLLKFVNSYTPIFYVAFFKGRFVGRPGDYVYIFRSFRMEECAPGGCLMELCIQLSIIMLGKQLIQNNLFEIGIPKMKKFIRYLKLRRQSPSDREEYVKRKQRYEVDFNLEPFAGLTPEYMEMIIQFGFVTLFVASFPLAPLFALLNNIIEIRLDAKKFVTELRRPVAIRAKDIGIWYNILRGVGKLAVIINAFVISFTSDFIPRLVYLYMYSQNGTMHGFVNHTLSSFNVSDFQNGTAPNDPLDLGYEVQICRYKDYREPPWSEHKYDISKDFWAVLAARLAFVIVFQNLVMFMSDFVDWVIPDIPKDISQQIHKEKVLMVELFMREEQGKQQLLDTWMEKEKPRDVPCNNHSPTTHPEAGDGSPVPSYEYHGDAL
ANO1 block: inhibitors of mouse TMEM16A calcium-activated chloride channel | normalized B-score (activity score, 25-100; higher = stronger inhibition) at 10 µM | 1.2% of 310,000 active | Q8BHY3 | HEK293 TMEM16A/YFP iodide influx fluorescence, ionomycin;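 active = ratio plate-corrected score three or more library SD toward inhibition, starting fluorescence score within five deviations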;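 also: score derived from kinetic fluorescence span divided by baseline fluorescence per well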
RGS4 block: human RGS4 inhibition; P49798; HEK293 M3R/RGS4 inducible, Fluo-4 calcium flux; hits give high values; triggered by carbachol at its EC20; B-score at 10 µM; 0.45% of 310,000 active;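 active = B-score, a plate-corrected calcium signal, over three deviations above library mean, with baseline fluorescence within five deviations of library mean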;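 also: RGS4 expression induced by doxycycline in cells with stable M3 receptor; B-score is computed from the integrated fluorescence ratio over baseline after carbachol; higher B-score means a larger calcium signal and so more RGS4 inhibition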
HDAC3 inh: inhibitors of human histone deacetylase 3; inhibition, % at 8.3 µM; 0.15% of 320,000 active; AID 2718; O15379; recombinant HDAC3, fluorogenic peptide/trypsin coupled, fluorescence; in the data active = inhibition above about 26%, passing the limit was not always enough; inconclusive = no clear call, values can overlap the other calls
* hit, by the source's call; i = inactive; ? = inconclusive; . = not tested or not shown.

SMILES | hERG rescue | RGS4 pot | KCNK9 inh | KCNK3 block | KCNQ1 act | SKKanGAS inh | KCNQ1 inh | ANO1 activ | ANO1 block | RGS4 block | HDAC3 inh
O=C(COC(=O)CC1Sc2ccccc2NC1=O)NCc1ccccc1 (stereo not given) | -9 | i | i | i | i | 0 | i | i | i | i | 1
O=C(Nc1nc2c(Cl)cccc2s1)c1ccc([N+](=O)[O-])o1 | -11 | i | i | i | i | 15 | i | i | i | i | 2
NC(=O)CC(NC(=O)c1cccc(Br)c1)c1ccc(NC2CCCCCCC2)c([N+](=O)[O-])c1 (stereo not given) | 0 | i | i | i | i | 40 | i | i | i | i | -5
CC(NC(=O)c1cc(-c2ccncc2)nc2ccc(Cl)cc12)C1CCCO1 (stereo not given) | -7 | i | i | i | i | 3 | i | i | i | i | -4
CCOC(=O)CCCc1ccc(/C(C)=N/NC(=S)NC)cc1 | -2 | i | i | i | i | -8 | i | i | i | i | 1
CCOC(=O)N1CCN(Cc2nc3c(c(=O)n(C)c(=O)n3C)n2Cc2cccc(C)c2)CC1 | -16 | i | i | i | i | 4 | i | i | i | i | -2
COc1ccc(C(=O)COC(=O)c2cccnc2SC)cc1 | -2 | i | i | i | i | 17 | i | i | i | i | 3
CC1(C)Oc2ccc(C(=O)N/N=C/c3ccc(O)cc3)cc2NC1=O | -17 | i | i | i | i | -5 | i | i | i | i | -4
N#Cc1cc(NC2CCCC2)c([N+](=O)[O-])cc1C#N | -6 | i | i | i | i | 4 | i | i | i | i | .
Cc1cc(F)ccc1NC(=O)C1CCCO1 (stereo not given) | -17 | i | i | i | i | 4 | i | i | i | i | 5
CCc1cc2c(=O)n(-c3ccccc3)c(SCC(N)=O)nc2s1 | -1 | i | i | i | i | 1 | i | i | i | i | 2
COc1cc(/C=N/NC(=O)COc2ccc(-n3cnnn3)cc2)ccc1OCC(N)=O | -8 | i | i | i | i | 4 | i | i | i | i | -2
C/C(=N\NC(=O)CC#N)c1ccc(Oc2ccccc2)cc1 | 3 | i | i | i | i | 2 | i | i | i | i | 3
O=C(CN1C(=O)CCSc2ccc(S(=O)(=O)N3CCOCC3)cc21)Nc1ccccc1Cl | -14 | i | i | i | i | 1 | i | i | i | i | -3
CSc1cc(-c2ccncc2)nc(-c2ccc(Cl)cc2)c1 | -10 | i | i | i | i | 17 | i | i | i | i | -8
Cc1ccc(C(=O)O/N=C/c2ccc(N(C)C)cc2)cc1 | -11 | i | i | i | i | -5 | i | i | i | i | -3
CC(C)N(Cc1ccccc1)S(=O)(=O)c1cccs1 | -3 | i | -8.5* | -11* | i | 7 | i | i | i | i | 1
Cc1oc(-c2ccc(Cl)cc2)cc1C(=O)NC1CCN(Cc2ccccc2)CC1 | -8 | i | i | i | i | 0 | i | i | i | i | -9
Cc1ccc(C(=O)Nc2nc(-c3cc(Cl)sc3Cl)cs2)cc1 | -14 | i | i | i | i | -15 | i | i | i | i | -3
CCCCN(C(=O)CNC(=O)c1ccco1)C(C(=O)NC1CCCCC1)c1ccc(OC)cc1OC (stereo not given) | 1 | i | i | i | i | 1 | i | i | i | i | 11
CCn1c(SCC(=O)N2CCCCCC2)nc2c(c1=O)SCC2 | -5 | i | i | i | i | 4 | i | i | i | i | -6
COc1cccc(/C=N/N2CCN(c3ccccc3OC)CC2)c1 | -8 | i | i | i | i | 3 | i | i | i | i | -3
O=C(N/N=C1\CCCc2ccccc21)c1ccccc1Cl | -10 | i | i | i | i | -10 | i | i | i | i | 7
COC(=O)c1cc(S(=O)(=O)NCC2CCN(Cc3ccc(C)cc3)CC2)cn1C | -10 | i | i | i | i | -11 | i | i | i | i | -12
COc1c(C(=O)NNC(=O)c2ccccc2Cl)csc1Br | -10 | i | i | i | i | -2 | i | i | i | i | -9
Cc1ccc(CN2CCN(Cc3ccc(O)cc3)CC2CCO)o1 (stereo not given) | -8 | i | i | i | i | -9 | i | i | i | i | -3
C/C(=N\NC(=O)CN(c1ccccc1)S(C)(=O)=O)c1ccccc1O | -20 | i | i | i | i | 1 | i | i | i | i | 4
C=CCOc1nc(N(C)C)nc(N(C)C)n1 | -8 | i | i | i | i | -4 | i | i | i | i | 12
FCCCOc1ccc(-c2ccnc(-c3ccccc3)n2)cc1 | -6 | i | i | i | i | 13 | i | i | i | i | 10
CN(C1CCCCC1)S(=O)(=O)c1ccc(-n2cnnn2)cc1 | -8 | i | i | i | i | -6 | i | . | i | i | -5

Record cards, from the list above.
Entry for `COc1c(C(=O)NNC(=O)c2ccccc2Cl)csc1Br` = hERG rescue = -10; RGS4 pot = i; KCNK9 inh = i; KCNK3 block = i; KCNQ1 act = i; SKKanGAS inh = -2; KCNQ1 inh = i; ANO1 activ = i; ANO1 block = i; RGS4 block = i; HDAC3 inh = -9
Entry for `Cc1cc(F)ccc1NC(=O)C1CCCO1` (stereo not given) = hERG rescue = -17; RGS4 pot = i; KCNK9 inh = i; KCNK3 block = i; KCNQ1 act = i; SKKanGAS inh = 4; KCNQ1 inh = i; ANO1 activ = i; ANO1 block = i; RGS4 block = i; HDAC3 inh = 5

Some of the entries so far, as tab-separated lines.
canonical_smiles	hERG rescue	RGS4 pot	KCNK9 inh	KCNK3 block	KCNQ1 act	SKKanGAS inh	KCNQ1 inh	ANO1 activ	ANO1 block	RGS4 block	HDAC3 inh
C/C(=N\NC(=O)CN(c1ccccc1)S(C)(=O)=O)c1ccccc1O	-20	i	i	i	i	1	i	i	i	i	4
O=C(N/N=C1\CCCc2ccccc21)c1ccccc1Cl	-10	i	i	i	i	-10	i	i	i	i	7

More structures:
SMILES | hERG rescue | RGS4 pot | KCNK9 inh | KCNK3 block | KCNQ1 act | SKKanGAS inh | KCNQ1 inh | ANO1 activ | ANO1 block | RGS4 block | HDAC3 inh
O=C(CCS(=O)(=O)c1ccccc1)N1CCN(c2ccc(F)cc2)CC1 | -3 | i | i | i | i | 7 | i | i | i | i | -9
COCc1cc(/C=N\NC(=O)Cc2ccc(Cl)cc2)ccc1OC | -8 | i | i | i | i | 5 | i | i | i | i | 6
O=C1N[C@@H](Cc2ccccc2)C(=O)N2[C@@H]1C[C@@]1(Br)c3ccccc3N(S(=O)(=O)c3ccccc3)[C@@H]21 | -11 | i | i | i | i | 3 | i | i | i | i | 1
COc1ccc(-c2cc3n(n2)CCc2nc4ccccc4n2-3)cc1 | -14 | i | i | i | i | 5 | i | i | i | i | 3
CN(/N=C/c1cc(Cl)ccc1O)C1=NS(=O)(=O)c2ccccc21 | -2 | i | i | i | i | 37 | i | i | i | i | 0
CCOCCCNC(C(=O)Nc1ccc(OC)c(Cl)c1)c1ccccc1 (stereo not given) | -7 | i | i | i | i | 3 | i | i | i | i | 1
S=C(NCCc1ccc(Cl)cc1)NCc1ccco1 | -10 | i | i | i | i | -4 | i | i | i | i | 0
CC(=O)N(Cc1ccc(F)cc1)C1=C(NCc2ccccc2)C(=O)c2ccccc2C1=O | -9 | i | -7.9* | i | i | 26 | i | i | . | i | .
C/C=C(\C)C(=O)NCCN1C2=NC[C@@H](Cc3ccccc3)N2C[C@H]1Cc1ccc(O)cc1 | -4 | i | i | i | i | -3 | i | i | i | i | -3
Cc1nc2ccc(Br)cc2c2c1CC(CBr)O2 (stereo not given) | -12 | -8.1* | i | i | i | -3 | i | i | i | i | -2
O=C1CC[C@H](N2C(=O)c3ccccc3C2=O)C(=O)N1 | -4 | i | i | i | i | -3 | i | i | i | i | -2
O=C(CN1CCCC1)Nc1ccc(Oc2ccc(NC(=O)CN3CCCC3)cc2)cc1 | -14 | i | i | i | i | -4 | i | i | i | i | 3
O=C(c1cc(F)c(F)cc1Cl)N1CCN(CCc2ccccc2)CC1 | -4 | i | i | i | i | 0 | i | i | i | i | 3
COc1cc(NC(=O)C2CCN(S(=O)(=O)c3ccc(N4CCCC4=O)cc3)CC2)cc(OC)c1 | -10 | i | i | i | i | -1 | i | i | i | i | 2
O=C(c1cc2ccccc2o1)N1CC=C(c2ccccc2)CC1 | -5 | i | i | i | i | 2 | i | i | i | i | 7
COc1cccc(CC(=O)Nc2cccc3ccccc23)c1 | -8 | i | i | i | i | 1 | i | i | i | i | 4
Cc1cc(OC(=O)c2ccc(Cl)cc2Cl)nc(C)n1 | -13 | i | i | i | i | 2 | i | i | i | i | 2
CCN(CC)CCNC(=O)c1c(O)c2cc(OC)c(OC)cc2[nH]c1=O | 5.0* | i | i | i | i | -9 | i | i | i | i | -47
CCOC(=O)c1ccc(NC(=O)c2c(N)n(C)c(=O)[nH]c2=O)cc1 | -13 | i | i | i | i | 34 | i | i | i | i | 3
O=C(Nc1ccccc1Cl)NC1(C(=O)NCC2CCCO2)CCCCC1 (stereo not given) | -9 | i | i | i | i | -1 | i | i | i | i | -11
CC(C)C(=O)Nc1csc(C(F)(F)F)c1-c1ccccc1 | -10 | i | i | i | i | -2 | i | i | i | i | -12
CCOC(=O)C(CC)(CC)/C(C)=N/NC(=O)CC#N | -9 | i | i | i | i | 2 | i | i | i | i | -6
CC(Oc1ccc2c3c(c(=O)oc2c1)CCCC3)C(=O)NCCCn1ccnc1 (stereo not given) | -9 | i | i | i | i | -15 | i | i | i | i | -8
COc1ccc(NC(=O)Cc2cccc3ccccc23)cc1 | -3 | i | i | i | i | 2 | i | i | i | i | 2
COc1ccc(C(=O)NC(=S)N2CCCCC2)cc1[N+](=O)[O-] | -7 | i | i | i | i | 10 | i | i | i | i | 1
Cc1ccc(SC(C)C(=O)O/N=C(\N)c2ccncc2)cc1 (stereo not given) | -11 | i | i | i | i | 1 | i | i | i | i | 1
CC(=O)OCC(=O)Nc1cc(S(=O)(=O)N2CCCCCC2)ccc1Cl | -14 | i | i | i | i | -12 | i | i | i | i | -4
Cc1cccc(C)c1NC(=O)CNC(=O)C(Cc1ccccc1)NC(=O)c1ccccc1 (stereo not given) | -9 | i | i | i | i | -2 | i | i | i | i | -15
O=[N+]([O-])c1cc2c(cc1/C=N/n1c(-c3ccccc3)n[nH]c1=S)OCO2 | -6 | i | i | i | i | 3 | i | i | i | i | -10
N#Cc1ccccc1S(=O)(=O)N1CCN(C(=O)C2CCC2)CC1 | -13 | i | i | i | i | -12 | i | i | i | i | -4
CCOC(=O)/C(=N\Nc1ccccc1Cl)N1CCN(c2ccccc2OC)CC1 | -11 | i | -10* | i | i | ? | i | i | i | i | ?
O=C(Nc1ccccc1N1CCOCC1)c1cccs1 | -6 | i | i | i | i | -2 | i | i | i | i | -7
